Compound activity (PubChem)
APEX1 inh – blocks human APE1 abasic DNA cleavage; P27695; Potency, µM (doses to about 65.8 µM), without a hit: top-dose activity change, negative = inhibition, usual class: inhibitors; hit rate 0.35% among 350,000; recombinant APE1, TAMRA/BHQ-2 abasic DNA cleavage fluorescence; AID 2517;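 note: potency is the fitted concentration of half-maximal effect; plate controls were vehicle for no effect and reference inhibitor for full effect; nearly all actives have a fitted effect of over 55% in size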
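APE1 at 0.75 nM final was preincubated with compound 15 min at room temperature, then 50 nM double-stranded THF abasic-site substrate (5'-TAMRA/3'-BHQ-2) was added. Fluorescence (ex 525/em 598 nm) was read kinetically; third-minus-first read gave activity.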
ERG-DNA inh – blocks human ERG Ets domain binding to DNA; P11308; fluorescence polarization, His-ERG Ets domain / labelled DNA; Potency, µM (highest dose often 76.9 µM), for inactives: top-dose FP activity, negative = inhibition, most hits filed as inhibitors; hit rate 0.028% among 370,000; active = well fitted inhibition curve with a large enough effect in the polarisation, with a control signal flat; inconclusive = small, poorly fitted or top-dose-only effect, or effect the other way, or a change in a side signal; inactive = no such curve, though single readings can be large or run the other way; the % refers to the polarisation;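 note: polarization taken with two DNA probes labelled with fluorescein and Texas red; potency is the fitted concentration of half-maximal effect; % of control where 0% means no effect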
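His-tagged ERG Ets domain (1 uM in the protein solution; 300mM KCl, 50mM Tris-HCl, 1mM EDTA, 1mM DTT, pH 7.5) received compound, then a probe mix of 5 nM fluorescein-DNA and 100nM Texas-615-DNA. Fluorescence polarization was read for both dyes.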
ALOX12 inh – ALOX12 (human) lipoxygenase inhibition | P18054 | purified 12hLO, xylenol orange hydroperoxide absorbance | Potency, µM (doses to about 108 µM), inactives show at the top dose activity change, negative = inhibition, usual class: inhibitors | hit rate 1.1% among 580,000; note: potency is the fitted concentration of half-maximal effect; % is set by controls: 0 for no effect and ±100 for the full control effect
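Purified human 12hLO (150 nM final) in 25 mM Hepes, 0.01% Triton X-100, pH 7.0 was preincubated 15 min at room temperature with compound. Then 40 uM arachidonic acid was added, 30 min. Hydroperoxide was read by Fe-XO absorbance ratio 573/405 nm.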
POLB inh – inhibitors of human DNA polymerase beta; Pol beta primer extension/strand displacement, fluorescence kinetic; Potency, µM (titrated, usually from 114 µM), for the others: at the top dose activity change, negative = inhibition, most hits filed as inhibitors; hit rate 1.3% among 340,000; AID 485314; note: potency is the fitted concentration of half-maximal effect; % is set by controls: 0 for no effect and ±100 for the full control effect
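Homogeneous kinetic assay of primer extension and strand displacement by 10 nM Pol beta, preincubated 15 min at room temperature with compound before 50 nM substrate (final) was added. Read at 0 and 10 min; four-parameter Hill fit.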
Apoferritin bind – binds horse apoferritin like a general anesthetic | P02791 | apoferritin/1-aminoanthracene competitive binding, fluorescence | Potency, µM (series often up to 77.5 µM), for the others: at the highest dose activity change, negative = displacement, actives largely listed as inhibitors | hit rate 0.074% among 350,000; note: potency is the fitted concentration of half-maximal effect; % is set by controls: 0 for no effect and ±100 for the full control effect; nearly all actives have a fitted effect of over 20% in size
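Horse-spleen apoferritin (10 uM) in 50% saturated 1-aminoanthracene in PBS was incubated 10 min at room temperature with compound. Fluorescence (ex 380, em 535 nm) was normalized to free and bound 1-AMA, with concentration-response fitted by a four-parameter Hill equation.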
Pol kappa inh – DNA polymerase kappa (human) inhibition; hit rate 0.53% among 400,000; Q9UBT6; purified Pol kappa, fluorescent DNA synthesis assay, 10 min; Potency, µM (top dose mostly 107 µM), inactives show at the highest dose activity, negative = inhibition, hits mostly inhibitors; AID 588579; note: potency is the fitted concentration of half-maximal effect; % is set by controls: 0 for no effect and ±100 for the full control effect
Target sequence (Q9UBT6 whole entry, looked up): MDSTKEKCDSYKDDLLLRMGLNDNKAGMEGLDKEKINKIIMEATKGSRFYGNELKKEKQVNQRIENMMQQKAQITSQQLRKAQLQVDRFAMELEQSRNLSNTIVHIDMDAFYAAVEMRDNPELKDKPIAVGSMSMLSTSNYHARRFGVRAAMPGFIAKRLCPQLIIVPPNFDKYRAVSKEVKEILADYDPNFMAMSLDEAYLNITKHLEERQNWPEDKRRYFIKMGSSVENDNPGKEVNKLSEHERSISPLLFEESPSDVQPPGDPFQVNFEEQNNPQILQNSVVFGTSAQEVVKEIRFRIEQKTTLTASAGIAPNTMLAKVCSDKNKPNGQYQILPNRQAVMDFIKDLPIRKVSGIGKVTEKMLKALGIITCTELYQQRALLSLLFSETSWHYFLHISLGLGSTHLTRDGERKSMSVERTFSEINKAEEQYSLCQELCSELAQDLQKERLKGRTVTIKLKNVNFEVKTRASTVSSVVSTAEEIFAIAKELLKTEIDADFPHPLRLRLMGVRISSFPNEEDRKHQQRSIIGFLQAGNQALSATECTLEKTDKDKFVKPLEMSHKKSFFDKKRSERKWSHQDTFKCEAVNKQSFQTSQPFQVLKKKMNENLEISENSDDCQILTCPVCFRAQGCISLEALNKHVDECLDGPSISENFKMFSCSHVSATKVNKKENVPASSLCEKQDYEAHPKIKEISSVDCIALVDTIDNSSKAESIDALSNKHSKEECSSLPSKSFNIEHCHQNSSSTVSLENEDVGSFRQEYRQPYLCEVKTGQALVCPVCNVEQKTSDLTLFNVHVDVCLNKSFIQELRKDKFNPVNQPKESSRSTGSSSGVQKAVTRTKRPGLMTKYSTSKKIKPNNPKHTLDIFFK
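Kinetic fluorescence screen: compound preincubated 15 min RT with 10 nM enzyme; 50 nM substrate (final) initiates; reads at 0/10 min.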
LDHA inh – blocks human lactate dehydrogenase A. P00338. purified LDHA, NADH/diaphorase-resazurin fluorescence; stronger effect = lower value. activity change, % (values are at about 110 or 230 µM). hit rate 0.15% among 480,000. AID 1347041; in the data active = activity change below about -30%; inconclusive = mostly about -25% to -30%;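 note: plate controls were DMSO wells for no effect and wells without enzyme for full effect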
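Resorufin fluorescence (ex540/em590), read at 0 and 20 min after diaphorase/resazurin addition, reports the NADH left after a 5 min room-temperature reaction of 2 nM human LDH5 with 0.06 mM NADH and 0.2 mM pyruvate.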
RGS4 inh – blocks human RGS4-accelerated GTP hydrolysis; Potency, µM (doses to about 114 µM), without a hit: at the highest dose activity change, negative = inhibition, usual class: inhibitors; hit rate 0.039% among 390,000; P49798; Transcreener GDP fluorescence polarization, RGS4-accelerated GTP hydrolysis; note: potency is the fitted concentration of half-maximal effect; % is set by controls: 0 for no effect and ±100 for the full control effect; nearly all actives have a fitted effect of over 75% in size; some results filed as inactive show a strong effect at the top dose
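MLSMR compounds (23 nl, pin-transferred) preincubated 10 min at room temperature with a 500nM (2x) first reagent, then RGS4 at 900nM (2x) plus Transcreener GDP mix added; fluorescence polarization (620/688 nm) read before and after 90 min at 30 °C.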
POLH inh – inhibitors of human DNA polymerase eta | recombinant Pol eta, fluorescent DNA replication assay | hit rate 1.2% among 390,000 | Potency, µM (highest dose often 114 µM), without a hit: top-dose activity change, negative = inhibition, hits mostly inhibitors | Q9Y253; note: potency is the fitted concentration of half-maximal effect; % is set by controls: 0 for no effect and ±100 for the full control effect
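Fluorescent replication assay: 50 nM final substrate added after a 15 min room-temperature compound preincubation with 10 nM enzyme. Signal taken at 0 min and again at 10 min.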
Active calls of the source: *; ? = inconclusive; · = not tested or not shown; [ ] = remark or other dose. Unless noted, calls come from the whole dose curve; as a rule, active = well fitted curve in the direction sought with a large enough effect; inconclusive = small, poorly fitted or top-dose-only effect, or another doubt; inactive = no such curve, though single readings can be large; an effect the other way counts as inactive or inconclusive. This is a subset. The share of hits here may be higher or lower than overall.

SMILES	APEX1 inh	ERG-DNA inh	ALOX12 inh	POLB inh	Apoferritin bind	Pol kappa inh	LDHA inh	RGS4 inh	POLH inh
CC(C)CC1(C)NC(=O)N(CC(=O)Nc2ccc3c(c2)CCC3)C1=O (centres undefined)	-9%	-22%	31%[activator]	7%	?	-6%	-4	17%	-11%
CCCOc1ccc(C(CC(=O)O)NC(=O)c2sc3ccccc3c2Cl)cc1 (centres undefined)	-1%	22%	1%	-1%	-17%	-6%	-7	-9%	-2%
Nc1ccc2c(c1)OC1(CCCCC1)O2	-3%	-1%	13%	-1%	?	-10%	28	-19%	-4%
O=C1c2[nH]nc(-c3ccccc3O)c2C(c2ccc(Cl)cc2)N1CCc1ccccc1 (centres undefined)	·	-2%	0%	3%	-17%	-20%	-3	-19%	-9%
C/C(=N/NC(=O)c1sc(NS(=O)(=O)c2ccccc2)nc1C)c1ccccc1	-3%	-1%	-2%	-18%[57.1 µM]	-1%	3%[60.1 µM]	-1	-5%	-7%
CC(NC(=O)OC(C)(C)C)C(=O)Oc1ccc2ccc(=O)oc2c1 (centres undefined)	12%	5%	0%	23%	382%[activator]	-2%	-6	3%	4%
CN1CCN(C(=O)/C=C/c2cccc(Cl)c2)CC1	23%	-5%	10%	24%	-2%	1%	-14	-30%	-10%
COCCn1c(SCC(=O)N2CC(=O)Nc3ccccc32)nc2ccccc21	4%	-13%	-17%	12%	-6%	-4%	0	-13%	-2%
S=C(NCc1ccccc1)Nc1ccncc1	25%	18%	-36%	21%	-7%	-6%	-3	-6%	5%
Cc1cc2c(ncn2Cc2ccccc2)c(NS(C)(=O)=O)c1C	-1%	-5%	0%	1%	5%	-5%	-11	28%	7%
CCOCCCNC(=O)c1cc(Sc2ccc(C)cc2)nc2ccccc12	15%	1%	-7%	35%	8%	-16%	-8	10%	-7%
CCOc1ncccc1C(=O)NNC(=O)c1cccc(S(=O)(=O)Nc2ccccc2OC)c1	11%	-1%	-15%	·	·	-4%	-3	-17%	-21%
COc1ccsc1C(=O)N1CCN(Cc2ccc3c(c2)OCO3)CC1	0%	8%	3%	-3%	-6%	-10%	-2	51%	10%
CCN(CC)CCNC(=O)c1cc2c(=O)n(C)c3ccccc3c2s1	-25%	11%	-1%	12%	-8%	17%	4	0%	-7%
O=C(Nc1ccc(Cl)cc1)Nc1ccc(-c2cnco2)cc1	55%[activator]	2%	1%	-24%	17%	-2%	-7	-19%	-3%
Cn1ncc2c(Nc3ccc(Br)cc3)nc(Nc3ccc(Br)cc3)nc21	-8%	14%	-2%	-29%	0%	-2%	-8	-5%	-10%
CCOc1ccc(Nc2ccnc3cc(Cl)ccc23)cc1	3%	9%	-9%	30%	-5%	0%	-1	-10%	-3%
COc1ccc(C(=O)Nn2c(SCC(=O)NCc3ccccc3)nc3ccccc3c2=O)cc1	1%	-3%	0%	5%	-18%	-12%	-5	1%	-3%
CCOc1ccc(OCC)c(S(=O)(=O)NCCCN2CCOCC2)c1	-1%	-7%	19%	3%	-10%	8%	-5	-15%	-12%
O=C(Nc1ccc(S(=O)(=O)N2CCCC2)cc1)c1cncc(Br)c1	8%	21%	-16%	·	·	-11%	-2	24%	-5%
CC(C)C(=O)Nc1cc(-c2nc3ncccc3o2)ccc1Cl	-6%	-3%	26%	10%	-13%	-10%	-2	7%	-24%
CC(C)c1ccc(NC(=O)CN2C(=O)COc3ccc(S(=O)(=O)N4CCCCC4)cc32)cc1	·	-2%	-3%	13%	-2%	-20%	?	28%	-20%

Taken from the results shown for reference:
SMILES	APEX1 inh	ERG-DNA inh	ALOX12 inh	POLB inh	Apoferritin bind	Pol kappa inh	LDHA inh	RGS4 inh	POLH inh
Cc1cc2c(ncn2Cc2ccccc2)c(NS(C)(=O)=O)c1C	-1%	-5%	0%	1%	5%	-5%	-11	28%	7%
CCOCCCNC(=O)c1cc(Sc2ccc(C)cc2)nc2ccccc12	15%	1%	-7%	35%	8%	-16%	-8	10%	-7%
CCOc1ncccc1C(=O)NNC(=O)c1cccc(S(=O)(=O)Nc2ccccc2OC)c1	11%	-1%	-15%	·	·	-4%	-3	-17%	-21%
COc1ccsc1C(=O)N1CCN(Cc2ccc3c(c2)OCO3)CC1	0%	8%	3%	-3%	-6%	-10%	-2	51%	10%
CCN(CC)CCNC(=O)c1cc2c(=O)n(C)c3ccccc3c2s1	-25%	11%	-1%	12%	-8%	17%	4	0%	-7%
O=C(Nc1ccc(Cl)cc1)Nc1ccc(-c2cnco2)cc1	55%[activator]	2%	1%	-24%	17%	-2%	-7	-19%	-3%
Cn1ncc2c(Nc3ccc(Br)cc3)nc(Nc3ccc(Br)cc3)nc21	-8%	14%	-2%	-29%	0%	-2%	-8	-5%	-10%
CCOc1ccc(Nc2ccnc3cc(Cl)ccc23)cc1	3%	9%	-9%	30%	-5%	0%	-1	-10%	-3%
COc1ccc(C(=O)Nn2c(SCC(=O)NCc3ccccc3)nc3ccccc3c2=O)cc1	1%	-3%	0%	5%	-18%	-12%	-5	1%	-3%
CCOc1ccc(OCC)c(S(=O)(=O)NCCCN2CCOCC2)c1	-1%	-7%	19%	3%	-10%	8%	-5	-15%	-12%
